Screening data (PubChem BioAssay)
FUS suppressor: rescues growth of FUS-expressing yeast. S. cerevisiae FUS-expressing, growth rescue, OD600, 24 h. Potency, µM (highest dose often 76.6 µM), for the others: at the highest dose growth rescue (activation), usual class: activators. hit rate 0.24% among 390,000. AID 1347120; active = well fitted activation curve with a large enough effect; inconclusive = small, poorly fitted or top-dose-only effect; inactive = no such curve, though single readings can be large or run the other way;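 also: plate controls were DMSO vehicle for no effect and reference control for full effect; nearly all actives have a fitted effect of over 55% in size; some results filed as inactive show a strong effect at the top dose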
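Absorbance at 600 nm, taken 24hr after compound addition, measured rescue of FUS-yeast growth at 30C. Induction used 2% galactose with seeding at OD 0.005. Controls: CP55940 from 92uM final, DMSO only.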
Active calls of the source: *; u = inconclusive. Potency is read from the fitted curve at half-maximal effect. This is a subset, so the mix of outcomes need not match the whole.

entry	SMILES	FUS suppressor
1	COc1cc(-n2c(C)nc3cc(C(=O)N4CCCN(C(C)=O)CC4)ccc32)cc(OC)c1OC	3%
2	C=CCn1c(SCC(=O)OC(C)C)nnc1-c1ccc(C)cc1	-1%
3	O=C(NCCc1nc2ccccc2n1CCOc1cc(F)ccc1F)C1CCCCC1	24%
4	Nn1c(SCC(=O)NC2CCCCC2)nnc1-c1cc(-c2ccc(F)cc2)n[nH]1	8%
5	CCCCCc1ccc(NC(=O)OCCCN2CCC3(CCC(c4ccccc4)CC3)C2=O)cc1 (stereo not drawn)	-11%
6	CCN(CC)C(=O)CC[C@@H]1CC[C@]2(CCCN(Cc3ccccn3)C2)O1	33%
7	N#Cc1ccc(Cn2ccc3ccc(-c4ccc5ccn(C(=O)c6ccccc6)c5c4)cc32)cc1	25%
8	COc1ccc(S[C@]2(C(=O)N3CCN(c4ncccn4)CC3)CC(=O)N(c3ccc4ccccc4c3)[C@@H]2c2ccc(OC)cc2)cc1	u
9	Cc1cc(NC(=O)c2ccc(NS(=O)(=O)c3ccc(F)cc3)cc2)no1	-2%
10	COC(=O)[C@]12C[C@H](CC(=O)NCc3cccs3)C(=O)N(Cc3ccc(Cl)cc3Cl)C1=C[C@H](C(C)(C)C)O[C@@H]2C	41%
11	Cc1ccc2c(c1)-c1c(cnn1CC(=O)NCCc1cccc(F)c1)CO2	-4%
12	OC[C@H]1CC[C@@H]2O[C@H](CCc3ccc(-c4ccc(F)cc4)cc3)[C@H](n3cc(C4CC4)nn3)C[C@@H]2O1	u
13	CC(C)(C)C1=Nn2c(nnc2-c2ccc(C(C)(C)C)cc2)SC1	29%
14	FC(F)(F)c1cc(CNC2CCC23CCCCC3)ccc1Cl (stereo not drawn)	-11%
15	C[C@@H]1/C=C/CC(=O)N[C@H](c2cccc(Br)c2)[C@H](C)/C=C/CC(=O)N[C@@H]1c1cccc(Br)c1	u
16	COc1cccc(C(=O)n2ccc3ccc(-c4ccc5ccn(Cc6ccc(C#N)cc6)c5c4)cc32)c1	25%
17	Cn1c(Cc2cccs2)nnc1SCC(=O)Nc1ccc2c(c1)OCCO2	16%
18	CC(C)N(Cc1cn(Cc2ccccc2)nn1)S(=O)(=O)c1ccccc1Br	16%
19	O=S1(=O)c2ccc(Br)cc2OC[C@H](Cc2ccccc2)N1Cc1cn(Cc2ccc(C(F)(F)F)cc2)nn1	2%
20	CC(=O)CC[C@H]1CC[C@]2(CCCN(S(=O)(=O)C3CCCCC3)C2)O1	-1%
21	C[C@@H]1COc2cc(Br)ccc2S(=O)(=O)N1Cc1cn(Cc2ccccc2)nn1	8%
22	CCOC(=O)N1CCN(C(=O)C[C@@H]2C(=O)N(CCc3ccc(Cl)cc3)C3=CCCC[C@]32C(=O)OCC)CC1	29%
23	O=C(OCC#CCSc1nnc(-c2ccc(F)cc2)o1)c1ccc(F)cc1	-8%
24	Cc1ccc(CSc2nnc(SCC(=O)NN=Cc3cc(Br)ccc3F)s2)cc1	-4%
25	O=C(OC12CCCN(C1)/C(=C/c1ccc(Cl)cc1)C2)C1CCCC1 (stereo not drawn)	-9%
26	Cc1ccsc1C=Nn1c(-c2n[nH]c3c2CCC3)n[nH]c1=S	18%
27	O=C1CCC[C@H]2C[C@H](NCc3cccnc3)CC[C@]23CCCN13	-13%
28	Cc1ccc(-n2c(SCC(=O)Nc3cccc4ccccc34)nnc2-c2ccccc2)cc1	-7%
29	CCOC(=O)[C@]12CCCC=C1N(Cc1ccc(OC)cc1)C(=O)[C@@H]2CC(=O)NCc1ccc(OC)c(OC)c1	37%
30	COC(=O)[C@@]12CCCCC3=C1N(CCC3)C(=O)[C@H]2CC(=O)NCc1ccccc1	8%
31	CC(C)(C)N(NC(=O)NCCCl)C(=O)c1ccccc1Cl	-5%
32	Cc1ccc(-c2nnc(SCC(=O)Nc3ccc4c(c3)OCCO4)n2-c2ccc(C)cc2)cc1	35%

Another view of part of the listing above.
25	O=C(OC12CCCN(C1)/C(=C/c1ccc(Cl)cc1)C2)C1CCCC1 (stereo not drawn)
  FUS suppressor = -9%

26	Cc1ccsc1C=Nn1c(-c2n[nH]c3c2CCC3)n[nH]c1=S
  FUS suppressor = 18%

27	O=C1CCC[C@H]2C[C@H](NCc3cccnc3)CC[C@]23CCCN13
  FUS suppressor = -13%

28	Cc1ccc(-n2c(SCC(=O)Nc3cccc4ccccc34)nnc2-c2ccccc2)cc1
  FUS suppressor = -7%

The listing continues:
entry	SMILES	FUS suppressor
33	CCOC(=O)Cn1cc(CN2CCS(=O)(=O)N(Cc3ccccc3)C(C(=O)OC)C2)nn1 (stereo not drawn)	-20%
34	CCOC(=O)[C@]12CCCCC/C=C\1N(Cc1ccc(OC)cc1)C(=O)[C@H]2CC(=O)NCCC(C)C	u
35	CN(CCc1ccccn1)C(=O)c1ccc(Sc2ccccc2Cl)c([N+](=O)[O-])c1	34%
36	COC1=C[C@H](C(=O)NCc2ccccc2)[C@H](C)[C@@H](c2ccccc2)CC1=O	12%
37	CC1=CC2(C(Cc3ccccc3)N(CC3CC3)C(=NC(=O)c3ccccc3)N2C(=O)OCc2ccccc2)n2c(=O)n(-c3ccccc3)c(=O)n2C1 (stereo not drawn)	u
38	C[N+]1(C)[C@H]2CC[C@H]1CC(OC(=O)C(O)c1ccccc1)C2 (stereo partly drawn)	-10%
39	CCOC(=O)[C@@]12CCCC=C1N(CCc1ccc(Cl)cc1)C(=O)[C@H]2CC(=O)N1CCCCC1	44%
40	c1ccc(-c2cccc(CNc3nc(-c4ccccn4)nnc3-c3ccccc3)c2)cc1	32µM*

Grouped by structure, the entries above with two or more sulfur atoms.
entry	SMILES	FUS suppressor
17	Cn1c(Cc2cccs2)nnc1SCC(=O)Nc1ccc2c(c1)OCCO2	16%
24	Cc1ccc(CSc2nnc(SCC(=O)NN=Cc3cc(Br)ccc3F)s2)cc1	-4%
26	Cc1ccsc1C=Nn1c(-c2n[nH]c3c2CCC3)n[nH]c1=S	18%

(continued)
entry	SMILES	FUS suppressor
41	O=C(CSc1nnc(-c2cccnc2)n1-c1ccccc1)Nc1ccc(OCc2ccccc2)cc1	u
42	C#CCCC(=O)Nc1sc2c(c1-c1nc3ccccc3s1)CCN(C(C)C)C2	16%
43	COC(=O)[C@]12C[C@H](CC(=O)N3CCCC3)C(=O)N(Cc3ccco3)C1=C[C@H](C1CCCC1)O[C@@H]2C	23%
44	O=C(NCc1c(F)cccc1F)C1CCCN(c2ncccn2)C1 (stereo not drawn)	-2%
45	CC(C)CCN1C(=O)COc2ccccc2C1c1nnnn1-c1ccc2c(c1)OCCO2 (stereo not drawn)	5%
46	COc1ccccc1N1CCN(C(=O)c2cc3c(C)nn(-c4ccccc4)c3s2)CC1	u
47	Cn1c(Cc2cccs2)nnc1SCC(=O)Nc1ccc2c(c1)OCO2	8%
48	N#CCC[C@H]1CC[C@]2(CCCN(C(=O)c3ccc4ccccc4n3)C2)O1	-10%

The listing continues:
nr | SMILES | FUS suppressor
49 | O=C(OC12CCCN(C1)/C(=C/c1ccccc1)C2)c1ccc(F)cc1 (stereo not drawn) | 5%
50 | COC(=O)[C@]12C[C@H](CC(=O)NCc3cccc(C(F)(F)F)c3)C(=O)N(Cc3cccc4ccccc34)C1=C[C@H](COCc1ccccc1)O[C@@H]2C | u
51 | COc1ccc(S[C@]2(C(=O)N3CCN(C(C)=O)CC3)CC(=O)N(C(=O)Nc3ccc(C)c(Cl)c3)[C@@H]2c2ccc(OC)cc2)cc1 | u
52 | COC(=O)[C@]12C[C@H](CC(=O)N3CCSCC3)C(=O)N(Cc3ccccc3)C1=C[C@H](COCc1ccccc1)O[C@@H]2C | 26%
53 | CCOC(=O)[C@@]12CN(C(=O)OC(C)(C)C)CC=C1N(Cc1ccc(OC)cc1)C(=O)[C@H]2CC(=O)NCc1cccc(C(F)(F)F)c1 | u
54 | FC(F)(F)Oc1cccc(Cn2ccc3ccc(-c4ccc5ccn(Cc6ccccc6)c5c4)cc32)c1 | -1%
55 | COC(=O)[C@]12C[C@H](CC(=O)N3CCSCC3)C(=O)N(Cc3ccc4c(c3)OCO4)C1=C[C@H](C(C)C)O[C@@H]2C1CC1 | 39%
56 | COc1ccc(-c2cc(C(=O)NN=Cc3cccn3C)[nH]n2)cc1 | 42%
57 | CCCCCCCCN1C(=O)[C@@H](CC(=O)NCCCOC)C[C@@]2(C(=O)OC)C1=C[C@H](COCc1ccccc1)O[C@@H]2C | u
58 | O=S1(=O)C=CCN1Cc1cn(Cc2ccccc2)nn1 | -14%
59 | COc1ccc(-c2nnc(SCC(=O)Nc3ccc(S(=O)(=O)Nc4cc(C)nc(C)n4)cc3)n2-c2ccc(OC)cc2)cc1 | 36%
60 | C#CCN1CC(N(C)CCOC(=O)c2ccc(F)cc2)CS1(=O)=O (stereo not drawn) | -5%
61 | O=C(COC(=O)c1ccc(Sc2ncn[nH]2)c([N+](=O)[O-])c1)Nc1cccc(Cl)c1F | 2%
62 | COc1cc(-c2nnc(SCC(=O)NN=Cc3c[nH]c4ccccc34)n2-c2ccccc2)cc(OC)c1OC | 43%
63 | Cc1ccc(CN2CCCCC(NC(=O)c3ccccc3C)C2=O)cc1 (stereo not drawn) | 7%
64 | Nc1ccc2cc3ccc(N)cc3nc2c1 | 8%
65 | O=C(Nc1cccc(Br)c1)OC1CC2CC1[C@H]1CCCCN1C2 (stereo partly drawn) | -6%
66 | COc1cc(C2CC=C(C(=O)O)C(c3ccccc3F)N2S(=O)(=O)c2ccc(C)cc2)cc(OC)c1OC (stereo not drawn) | -12%
67 | COC(=O)[C@]12C[C@H](CC(=O)NCc3cccc(C(F)(F)F)c3)C(=O)N(Cc3ccc4c(c3)OCO4)C1=C[C@H](C(C)C)O[C@@H]2C1CC1 | 8.9µM*
68 | Cc1ccc(NC(=O)C2CCN(c3nnc(-n4cccc4)s3)CC2)cc1C | 9%
69 | Cc1ccc(C(=O)NC2CCCCN(Cc3cccc(Cl)c3)C2=O)c(C)c1 (stereo not drawn) | 26%
70 | COc1ccc(C2OCCNC3C2C(=O)N(Cc2ccc(OC)cc2OC)C3Cc2ccccc2)cc1 (stereo not drawn) | 21%
71 | O=C(NCC(c1ccccc1)c1ccccc1)[C@H](Cc1c[nH]c2ccccc12)NC1(C(=O)NC2CCCCC2)CCCC1 | 5%
72 | O=S1(=O)c2ccc(Br)cc2OC[C@@H](Cc2ccccc2)N1Cc1cn(Cc2ccc(C(F)(F)F)cc2)nn1 | 0%
73 | CCCC1CCC2(CC1)CCC2OC(=S)Nc1ccccc1C(F)(F)F (stereo not drawn) | -13%
74 | Fc1ccc(-c2n[nH]c(=S)n2N=Cc2cccc(OCc3ccccc3)c2)cc1 | 9%
75 | CN(CCc1ccccc1)C(=O)c1ccc2c(c1)ncn2C1CCCCC1 | 4%
76 | COC(=O)C[C@@H]1CC[C@H]2[C@H](COc3ccc(NC(=O)c4ccc(OC)cc4)cc3C(=O)N2C)O1 | 10%
77 | CCOC(=O)[C@]12CCCCC/C=C\1N(Cc1ccc(OC)cc1)C(=O)[C@H]2CC(=O)N1CCN(C(=O)C2CC2)CC1 | 34%
78 | COC[C@H]1O[C@]2(c3ccccc3)CO[C@H]1[C@@H](/C=C/c1ccccc1)C2 | 17%
79 | O=C1CC[C@@H](COc2ccc3[nH]cc(-c4ccccc4)c3c2-c2ccccc2)N1 | 5%
80 | O=C(OC12CCCN(C1)/C(=C/c1ccccc1)C2)c1ccco1 (stereo not drawn) | 6%
81 | CCc1ccc(/C=C/C(=O)NC2=NCCS2)cc1 | 1%
82 | Cc1noc(C)c1NC(=O)Nc1ccc2c(c1)C(=O)N([C@@H](C)CO)C[C@@H](C)[C@H](CN(C)S(=O)(=O)c1ccc(F)cc1)OCCCC[C@H](C)O2 | 38%
83 | CCC(C)N(C(=O)CN1C(=O)C2CCCCN2C(=O)c2ccccc21)C(C)CC (stereo not drawn) | 6%
84 | C#CCNC(=O)C[C@H]1C[C@@]2(C(=O)OC)C(=C[C@H](C3CCCC3)O[C@@H]2C)N(CCC2=CCCCC2)C1=O | 37%
85 | CCn1c(SCC(=O)NN=Cc2ccc(C(=O)O)cc2)nc2ccccc21 | -4%
86 | C=C(C)[C@@H]1CC2=C(OC)C(CC=C(C)C)(CC=C(C)C)C(=O)C(C(=O)c3ccccc3)=C2O1 | u
87 | CCn1c2ccccc2c2cc(NC(=O)COC(=O)c3cccc(OC)c3)ccc21 | 7%
88 | O=C(NCc1ccco1)O[C@H]1CC[C@@]23CCCN2C(=O)CCC[C@H]3C1 | -11%
89 | C=CCN1C(=O)[C@H](CC(=O)N2CCN(C(=O)C3CC3)CC2)[C@@]2(C(=O)OCC)CCCC=C12 | 5%
90 | C=CCN1C[C@@H](COCc2ccccc2)Oc2cc(F)ccc2S1(=O)=O | 11%
91 | Cc1onc(-c2ccc(Cl)cc2)c1-c1ccn(S(=O)(=O)c2ccccc2)n1 | 22%
92 | CCOc1ccc(-n2c(SCC(=O)Nc3ccc4c(c3)c3ccccc3n4CC)nnc2-c2cccnc2)cc1 | u
93 | O=C(Oc1ccc([N+](=O)[O-])cc1)O[C@H]1CC[C@@]23CCCN2C(=O)CCC[C@H]3C1 | -1%
94 | N#CCC[C@H]1CC[C@]2(CCCN(Cc3ccc(Br)cc3)C2)O1 | -3%
95 | OCCN1CCCC12CCC(c1ccccc1)CC2 (stereo not drawn) | -12%
96 | CCCCNS(=O)(=O)CC1NCc2cc(F)ccc21 (stereo not drawn) | -9%
97 | COC(=O)[C@]12C[C@H](CC(=O)N3CCC(c4ccccc4)CC3)C(=O)N(Cc3ccco3)C1=C[C@H](C(C)(C)C)O[C@@H]2C | u
98 | COC(=O)[C@]12C[C@H](CC(=O)NCc3ccc(C)o3)C(=O)N(CCc3ccc(OC)c(OC)c3)C1=C[C@H](C(C)(C)C)O[C@@H]2C | u
99 | COc1cc(C(=O)NC2CCCCN(Cc3cccc(Cl)c3)C2=O)cc(OC)c1OC (stereo not drawn) | 23%
100 | CCn1c(Cc2cccs2)nnc1SCC(=O)Nc1ccc2c(c1)OCCO2 | 9%
